Assay outcomes (PubChem BioAssay)
D1 potentiator = Potentiators of Human D1 Dopamine Receptor: qHTS | D(1A) dopamine receptor (Homo sapiens), P21728 | HEK293 TREx D1 cells, calcium flux, dopamine EC20 potentiation | potentiation, % at 10 µM | hit rate 0.036% among 360,000 | AID 504651, 2011; in the data active = potentiation above about 30%; note: 0% is about no effect
TRHR enhancer = qHTS for Small Molecule Agonists and Allosteric Enhancers of Human TRH Receptor: Primary Screen for Enhancers; enhancement, % at 2 µM; hit rate 0.66% among 360,000; Thyrotropin-releasing hormone receptor (Homo sapiens), P34981; TRHR cells, fluo-8 calcium fluorescence, EC20 TRH enhancement; in the data active = enhancement above about 30%; note: 0% is about no effect
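Enhancer read-out: after compound pinning and an initial kinetic agonist-mode read, an EC20 of TRH (10 nM final) was injected and fluo-8 calcium signal (Ex 480/Em 530) followed at 1 s/cycle for 100 cycles in TRHR-expressing cells.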
D1 antag = Antagonist of Human D 1 Dopamine Receptor: qHTS; HEK293 TREx D1 cells, calcium flux, dopamine EC80; stronger effect = lower value; activity change, negative = inhibition, % at 10 µM; hit rate 3.2% among 360,000; AID 504652, 2011; in the data active = activity change below about -30%; note: % is set by controls: 0 for no effect and ±100 for the full control effect
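Allosteric or orthosteric antagonism assessed as attenuation of the calcium response to EC80 dopamine, added 180 s after compound, in induced HEK293 Trex D1 cells loaded with no-wash calcium dye.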
D2 potentiator = HTS Assay for Positive Allosteric Modulators of the Human D2 Dopamine Receptor: Primary Screen for Potentiators. hit rate 0.34% among 340,000. HEK293 T-REx D2, calcium flux, EC20 dopamine potentiation. D(2) dopamine receptor (Homo sapiens), P14416. potentiation, % at 10 µM;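 active = potentiation over 3 SD above the plate norm, cut at about 30% in these data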; note: 0% is about no effect
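Cells plated with tetracycline inducer and held overnight at 30 C; calcium dye loaded 30–90 min at room temperature; baseline taken, compound added and read 180 s; EC20 dopamine then added and read 180 s.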
TRHR ag = qHTS for Small Molecule Agonists and Allosteric Enhancers of Human TRH Receptor: Primary Screen for Agonists | TRHR cells, calcium flux fluo-8, FDSS agonist mode | activation, % at 2 µM | Thyrotropin-releasing hormone receptor (Homo sapiens), P34981 | hit rate 0.18% among 360,000 | AID 493084, 2011; note: 0% is about no effect
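TRHR-expressing cells loaded with fluo-8 calcium dye; 23 nL library compound pin-transferred, kinetic FDSS fluorescence (Ex 480/Em 530) recorded about 180 s for agonist-induced calcium release, before a 10 nM TRH EC20 addition for potentiator mode.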
D2 antagonist = HTS Assay for Allosteric Antagonists of the Human D2 Dopamine Receptor: Primary Screen for Antagonists; D(2) dopamine receptor (Homo sapiens), P14416; inhibition, % at 10 µM; hit rate 2% among 340,000; HEK293 TREx D2 cells, calcium flux, dopamine EC80; in the data active = inhibition above about 30%; note: 0% is about no effect
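Calcium mobilization kinetics were recorded at 1 s intervals in tetracycline-induced HEK293 T-REx D2 cells, first for 180 s after compound addition and then 180 s after EC80 dopamine.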
RXFP1 antag = qHTS Assay for Antagonists of the Relaxin Receptor RXFP1; Relaxin receptor 1 (Homo sapiens), Q9HBX9; HEK293-RXFP1, relaxin-stimulated cAMP HTRF, 30 min; stronger effect = lower value; activity change, negative = inhibition, % at 57.5 µM; hit rate 0.59% among 350,000;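 active = activity change of -60% or lower, but not beyond a set lower limit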; note: % is set by controls: 0 for no effect and ±100 for the full control effect
Target sequence (Q9HBX9 whole entry, looked up): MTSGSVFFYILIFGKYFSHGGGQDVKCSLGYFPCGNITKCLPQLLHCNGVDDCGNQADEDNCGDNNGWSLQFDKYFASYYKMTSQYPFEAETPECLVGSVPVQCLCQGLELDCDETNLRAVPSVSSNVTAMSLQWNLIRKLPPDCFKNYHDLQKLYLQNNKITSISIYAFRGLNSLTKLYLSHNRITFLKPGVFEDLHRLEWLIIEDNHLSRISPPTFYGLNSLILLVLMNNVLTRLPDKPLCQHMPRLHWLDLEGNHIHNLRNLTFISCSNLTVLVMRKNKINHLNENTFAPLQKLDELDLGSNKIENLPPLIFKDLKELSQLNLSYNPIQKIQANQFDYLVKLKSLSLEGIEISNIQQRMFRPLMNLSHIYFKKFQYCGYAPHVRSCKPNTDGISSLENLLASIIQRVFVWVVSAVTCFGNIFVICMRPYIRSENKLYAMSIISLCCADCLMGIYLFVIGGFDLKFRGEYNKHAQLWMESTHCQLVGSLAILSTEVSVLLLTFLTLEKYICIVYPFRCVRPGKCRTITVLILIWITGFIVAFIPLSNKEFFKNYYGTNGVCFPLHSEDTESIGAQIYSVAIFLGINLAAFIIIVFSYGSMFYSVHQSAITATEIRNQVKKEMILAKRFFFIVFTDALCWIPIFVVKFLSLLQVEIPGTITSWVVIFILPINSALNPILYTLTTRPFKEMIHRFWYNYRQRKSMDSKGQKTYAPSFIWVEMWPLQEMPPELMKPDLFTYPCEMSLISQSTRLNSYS
D2 agonist = HTS Assay for Allosteric Agonists of the Human D2 Dopamine Receptor: Primary Screen for Agonists | D(2) dopamine receptor (Homo sapiens), P14416 | HEK293 T-REx D2 cells, calcium flux agonist mode | activation, % at 2 µM | hit rate 0.53% among 340,000 | AID 485358, 2010;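 active = activation over 3 SD above normal in the single-dose calcium agonist read, cut at about 30% in these data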; note: 0% is about no effect
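Tetracycline-induced HEK293 Trex cells with D2 receptor force-coupled to calcium signaling, plated overnight at 30 C and loaded with no-wash calcium dye. Calcium flux read kinetically for 180 s after compound addition; responses flag agonists.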
D1 agonist = Allosteric Agonists of the Human D1 Dopamine Receptor: qHTS | D(1A) dopamine receptor (Homo sapiens), P21728 | HEK293 T-REx D1 cells, calcium flux, agonist mode | activation, % at 2 µM | hit rate 1% among 360,000 | AID 504660, 2011; note: 0% is about no effect
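Inducible HEK293 T-REx D1 cells, force-coupled to calcium signalling, were plated at 4000 cells/well with tetracycline and held overnight at 30 C. After no-wash calcium dye loading, compound-evoked calcium rise over 180 s flagged agonists.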
Numbers without * were called inactive; x = not tested or not shown. Cut-off read from the data, not from the text of the source, unless noted: active = activation above about 30%; inactive = the rest. Compounds as they come, and some 7.1% of all compounds hit somewhere here.

The opening 3 records, ahead of the listing:
SMILES	D1 potentiator	TRHR enhancer	D1 antag	D2 potentiator	TRHR ag	D2 antagonist	RXFP1 antag	D2 agonist	D1 agonist
CC1CN(C(=O)c2ccc(COc3ccc(C(C)C)cc3)o2)CC(C)O1 (centres undefined)	-2.8	-4.2	7.1	0.1	-0.4	5.8	-2.1	-1.7	2.0
Cc1nn(CC(=O)O)c(C)c1C	0.3	2.0	-4.2	3.2	0.1	-4.6	3.5	0.5	3.3
O=C(O)CCCn1cc(NC(=O)COc2cc(F)ccc2[N+](=O)[O-])cn1	-0.8	-2.9	-6.8	-3.7	-0.2	-4.4	17.1	0.2	1.5

This part in full, from the start:
SMILES	D1 potentiator	TRHR enhancer	D1 antag	D2 potentiator	TRHR ag	D2 antagonist	RXFP1 antag	D2 agonist	D1 agonist
CC1CN(C(=O)c2ccc(COc3ccc(C(C)C)cc3)o2)CC(C)O1 (centres undefined)	-2.8	-4.2	7.1	0.1	-0.4	5.8	-2.1	-1.7	2.0
Cc1nn(CC(=O)O)c(C)c1C	0.3	2.0	-4.2	3.2	0.1	-4.6	3.5	0.5	3.3
O=C(O)CCCn1cc(NC(=O)COc2cc(F)ccc2[N+](=O)[O-])cn1	-0.8	-2.9	-6.8	-3.7	-0.2	-4.4	17.1	0.2	1.5
CC1(c2ccccc2)NC(=O)N(CC(=O)NC(=O)NCc2ccco2)C1=O (centres undefined)	1.1	-7.5	0.7	-0.5	0.6	1.2	-5.7	0.8	2.4
COC(=O)c1c(NC(=O)COc2cc(C)ccc2C(C)C)sc2c1CCC(C)C2 (centres undefined)	1.9	15.9	-13.1	3.9	-0.3	x	x	x	0.5
CC1CCN(C(=O)c2ccc(CSc3nc4ccncc4n3Cc3ccc(F)cc3)cc2)CC1	-2.5	-6.6	13.1	-3.9	1.0	26.4	-7.1	1.1	8.1
O=C(CCS(=O)(=O)c1cc2c3c(c1)CCN3C(=O)CC2)NCc1ccc(Cl)cc1	3.1	-6.3	-1.9	-4.3	0.1	x	x	0.2	1.4
COc1ccc(NC(=O)Cn2c(=O)n(Cc3ccccc3)c(=O)c3sc4ccccc4c32)cc1	2.0	35.5*	-30.3*	-8.2	0.8	x	x	1.0	2.8
Cc1nc2cc(NC(=O)Nc3cccc(F)c3)ccc2n1C	-10.2	-0.8	-4.2	-4.0	-0.1	-11.7	9.3	-0.1	2.7
CC(C)[C@H](NC(=O)C1CCN(S(=O)(=O)c2ccccc2)CC1)C(=O)NCc1ccncc1	13.8	-2.6	28.0	-4.5	-0.1	4.0	30.6	-1.6	0.8
O=C(c1ccc(OC2CCN(Cc3ccccc3OC(F)F)CC2)cc1)N1CCCC1	-9.1	10.0	7.8	8.5	-0.3	4.6	-17.8	0.3	26.0
COC(=O)c1cn(NC(=O)c2ccc([N+](=O)[O-])c(C)c2)c(=O)c2ccccc12	-4.9	-2.7	-19.2	1.6	0.0	-2.9	-20.8	-0.2	2.8
CCOc1ccccc1CNC(=O)Cn1c(-c2ccccc2)cc(C(C)=O)c1C	-0.2	-2.6	-11.0	-8.6	-0.1	x	4.9	0.3	-0.8
O=C(c1ccco1)N1CCN(CCOc2ccccc2)CC1	0.9	-1.4	-8.0	-23.0	-1.2	61.7*	18.1	74.5*	3.0
COc1ccccc1NC(=O)C1=C(C)Nc2c(C(=O)Nc3ccc(F)cc3)cnn2C1c1ccc(Cl)cc1 (centres undefined)	-4.2	2.6	-14.6	0.3	1.4	x	11.0	0.5	6.9
CCOc1ccc(OCCC(=O)OCC(=O)Nc2ccc3c(c2)OCCO3)cc1	-7.4	-2.8	-19.0	2.0	-1.9	7.0	5.6	0.3	-0.1
Cc1cc(C)n(/C(=C/N(C)C)C(=O)c2ccccc2)n1	2.4	-1.3	-4.7	3.3	0.1	-0.1	2.0	-2.2	1.5
CC1CCCC(NC(=O)COC(=O)Cc2ccc(Br)cc2)C1C (centres undefined)	-3.9	1.3	-0.6	-9.3	0.6	4.3	-9.2	-0.4	0.7
COc1ccc(-c2cc(C)no2)cc1S(=O)(=O)N(C)Cc1ccco1	-1.2	5.6	14.7	-0.4	0.0	-3.7	5.9	1.1	3.5
COc1ccc(-c2ccc(NS(=O)(=O)c3ccc([N+](=O)[O-])cc3)cc2)nn1	-7.2	3.4	10.8	-4.0	0.0	9.5	6.1	-0.1	8.7
COc1cccc(N2C(=O)Nc3ccc(Br)cc3C2(O)C(=O)NCCN(C)C)c1 (centres undefined)	-6.9	-16.7	4.4	3.1	0.4	7.1	0.5	0.5	6.0
CC(C)(O)C#Cc1ccc(C(=O)NC(CCCNC(N)=O)C(=O)O)s1 (centres undefined)	-2.7	-8.9	7.8	-0.3	0.8	-15.1	5.1	0.7	1.0
Cc1cccc(C)c1NC(=S)N(C)CCc1ccccn1	-0.1	0.5	6.5	0.0	0.3	-22.1	-13.2	0.3	-0.8
C=CCSc1nc(N)c(C#N)c(-c2ccccc2)c1C#N	-9.1	-10.4	-18.0	-0.2	0.4	-10.6	-1.5	-0.2	1.5
C=CCn1c(C(O)c2ccccc2)nc2ccccc21 (centres undefined)	2.9	-2.6	0.7	7.2	-0.2	17.6	-0.6	0.1	0.3
CC1(C)CC(=O)c2sc(NS(=O)(=O)c3ccc(Cl)cc3)nc2C1	-4.3	12.1	1.0	14.0	0.3	-4.7	2.4	0.3	4.4
CCOc1ccc(NC(=O)c2cc3n(n2)C(C(F)(F)F)CC(c2ccco2)N3)cc1 (centres undefined)	-8.5	4.0	-13.4	0.3	-1.9	16.5	-8.9	-0.9	1.1
CC1CCC(N(C(=O)c2csnn2)C(C(=O)NC(C)(C)C)c2cccnc2)CC1 (centres undefined)	-4.8	-1.2	3.5	5.4	0.4	-8.9	1.5	-0.1	1.6
Cn1ncc([N+](=O)[O-])c1C(=O)Nc1ccc2c(c1)OCCO2	0.6	1.3	-2.2	-6.0	-0.5	0.0	6.1	0.0	0.1
COc1cc([N+](=O)[O-])cc(/C=N/NC(=O)C(O)(c2ccccc2)c2ccccc2)c1O	-2.5	-0.4	-24.5	6.3	-0.6	10.3	-0.9	-1.8	-1.6

Printed as active in D2 antagonist (from the list above):
SMILES	D1 potentiator	TRHR enhancer	D1 antag	D2 potentiator	TRHR ag	D2 antagonist	RXFP1 antag	D1 agonist
O=C(c1ccco1)N1CCN(CCOc2ccccc2)CC1	0.9	-1.4	-8.0	-23.0	-1.2	61.7*	18.1	3.0

Later entries
SMILES	D1 potentiator	TRHR enhancer	D1 antag	D2 potentiator	TRHR ag	D2 antagonist	RXFP1 antag	D2 agonist	D1 agonist
COc1cc(OC)c(OC)cc1/C=C/c1nc2cc3ccccc3cc2c(=O)n1-c1ccc(F)c(Cl)c1	3.5	-0.6	-0.7	-10.9	0.2	x	-23.8	0.7	0.4
CC(=O)c1cccc(NS(=O)(=O)c2ccc3c(c2)oc(=O)n3C)c1	-4.5	8.2	0.7	10.9	-2.1	-0.1	-19.1	-0.5	7.7
O=C(COc1ccccc1Cl)Nc1cc(-c2ccccc2F)nn1-c1ccccc1	2.5	1.3	4.3	-1.6	-0.1	x	x	0.6	1.4
Cc1ccc(C(=O)Nc2cccc(C(=O)O)c2)cc1S(=O)(=O)N1CCCC1	2.6	4.2	-39.6*	-4.9	0.7	x	0.9	-1.8	-2.9
Cc1cccc(C(OC(=O)c2ccco2)C(=O)NCc2ccccc2)n1 (centres undefined)	-2.2	-0.8	6.8	-2.3	0.0	x	21.3	x	-0.1
CC(=O)N1CCCN(Cc2cn(-c3cc(C)ccc3C)nc2-c2ccccc2)CC1	-1.1	3.5	-3.2	-2.6	-0.5	-8.1	1.0	0.1	3.0
COc1ccc2cc(CN(CC3CCCO3)C(=O)Nc3ccccc3)c(=O)[nH]c2c1 (centres undefined)	-4.2	5.7	0.9	-12.2	-2.5	-9.3	-4.1	-1.1	1.8
Cc1c(C(=O)N(C)C)sc2c1c(=O)n(-c1ccc(Cl)cc1)c(=O)n2Cc1ccccc1F	1.4	-5.8	5.8	-0.8	0.5	x	-4.4	0.8	1.7
O=C(NNC(=O)C12CC3CC(CC(C3)C1)C2)[C@@H]1C[C@H]1c1ccccc1	-5.5	-1.8	-0.8	x	-0.7	x	-11.1	x	-0.2
CCn1c(SCC(=O)N2CCC(C)CC2)nc2c(c1=O)SC(C)C2 (centres undefined)	-0.7	-1.7	-7.8	-4.1	-0.7	1.6	-4.7	-0.6	1.3
CCN1C(=O)c2cccc3c(NC(=O)c4ccccc4)ccc1c23	-5.8	-0.7	-1.5	-2.4	1.5	-5.4	-14.4	0.0	0.3
Cc1ccc(NC(=O)CSCC(=O)Nc2cccc(S(=O)(=O)N3CCCCCC3)c2)cc1	-2.3	0.9	5.6	-0.2	-0.9	-5.0	15.9	0.0	0.2
CC1(C)CC(=O)C(C=NCCN2CCN(C(=O)CCl)CC2)=C(O)C1	-12.8	-4.3	-6.2	6.4	0.1	-3.7	6.4	0.4	0.9
NNC(=O)/C(=C\c1ccc(Br)cc1)NC(=O)c1cccs1	0.6	2.1	-12.9	-1.6	0.2	-7.9	-17.1	1.3	-0.1
CC(C)Oc1ccc(/C(O)=C2/C(=O)C(=O)N(CCN3CCNCC3)C2c2ccc(C(C)C)cc2)cc1 (centres undefined)	-2.5	-6.7	18.2	13.4	0.9	17.3	2.5	-1.0	4.6
COc1ccc(N2CC(NC(=O)c3ccc4ccccc4c3)CC2=O)cc1OC (centres undefined)	-0.2	2.3	-2.9	15.9	0.5	-6.5	-2.2	0.4	0.1
COc1ccc(CC2(C)OC(c3ccncc3)=NN2C(C)=O)cc1 (centres undefined)	3.4	9.5	-1.0	14.9	0.5	-2.7	-20.3	0.3	0.5
COc1cccc(COc2ccc(N(C)S(=O)(=O)c3ccccc3)cc2)c1	x	-5.6	-1.5	x	0.4	x	2.3	x	22.4
CC1CCCCN1C(=O)COC(=O)c1cc(Cl)c2c(c1)OCO2 (centres undefined)	3.5	-7.2	-16.8	8.6	-0.6	-5.6	-10.6	0.3	2.5
CC(C)(C)OC(=O)N/N=C/c1cn(-c2ccccc2)nc1-c1cccnc1	-8.3	3.3	6.7	1.3	-1.6	-2.6	-8.3	-1.5	-0.3
